UPR CHOP act: activators of apoptotic CHOP UPR arm, primary screen, cell-based, CHO-CHOP luciferase reporter, luminescence, uHTS; UPR activation; percent of tunicamycin response over DMSO baseline; activation, % at 10 µM; 0.34% of 330,000 active; AID 449763, 2010;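 active = at 10 µM dose, activation of 40% or more, normalized to positive control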;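 also: 100% = tunicamycin at 10 µg/mL and 0% = DMSO alone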
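Material: CHO-CHOP cells, stable luciferase reporter of PERK-eIF2a-CHOP signalling; quantity: 500 reporter cells seeded per well; buffer or medium: F12 medium containing 10% fetal bovine serum; compound: one dose, 10 µM in 0.5% DMSO; incubation: 6 h compound treatment, 37 °C; measured by: Steady-Glo luciferase luminescence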
TIM10 inh: growth inhibitors of isogenic TIM10 control yeast, primary screen, counter-screen for tim10-1 yeast inhibitor project, luminescence, uHTS; S. cerevisiae TIM10 strain growth, BacTiter-Glo luminescence, 24 h; inhibition, % at 10 µM; 1.4% of 330,000 active; AID 463195, 2010;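 active = inhibition of 40% or more at the single tested concentration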;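 also: wild-type TIM10 isogenic control strain grown at permissive 25 °C; 0% = DMSO yeast wells and 100% = minimal medium wells without yeast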
NALP3 yeast inh: NALP3 inflammasome inhibitors in reconstituted yeast, primary screen, luminescence, uHTS. inhibition, % at 10 µM. 0.39% of 330,000 active. Yeast reconstituted NLRP3/ASC/caspase-1, beta-gal luminescence, 24 h;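 active = inhibition of 50% or more; inactive = inhibition below 50%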;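 also: plate controls were induced DMSO wells for no effect and uninduced yeast grown without galactose for full effect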
GRIN3A LBD mod: binders of NR3A ligand-binding domain, primary screen, biophysical, differential scanning fluorimetry, uHTS. NR3A LBD differential scanning fluorimetry, Tm shift; 0% = protein alone, 100% = glycine-bound protein. Tm shift relative to glycine control, % at 25 µM. 2.5% of 340,000 active;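 active = melting temperature shift of at least 10% of the positive control shift, at one fixed dose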
tim23-1 inh: growth inhibitors of tim23-1 mutant yeast, primary screen, luminescence, uHTS | S. cerevisiae tim23-1 growth, BacTiter-Glo luminescence, 24 h | inhibition, % at 20 µM | 1.3% of 330,000 active | AID 463212, 2010;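 active = growth inhibition of the mutant yeast at or above 50%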;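 also: temperature-sensitive mutant grown at 25 °C; plate controls were DMSO-treated mutant yeast for no effect and medium wells lacking yeast for full effect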
Mdm2-MdmX inh: inhibitors of human Mdm2-MdmX association, primary screen, cell-based, luminescence, split luciferase, SaOS-2, uHTS. inhibition, % at 8 µM. 3% of 330,000 active. Protein Mdm4 (Homo sapiens) + E3 ubiquitin-protein ligase Mdm2 (Homo sapiens), …. AID 485346, 2010. SaOS-2 split-luciferase Mdm2/MdmX complementation;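 active = inhibition of at least 50% at 8 µM in the primary screen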
tim10-1 inh: growth inhibitors of tim10-1 mutant yeast, primary screen, luminescence, uHTS. S. cerevisiae tim10-1 ts strain growth, BacTiter-Glo, 24 h. inhibition, % at 20 µM. 2.2% of 330,000 active. AID 463190, 2010;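 active = inhibition of at least 40%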;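 also: mutant grown at 25 °C; 0% = DMSO wells with yeast and 100% = wells holding no yeast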
APJ ag: agonists of human apelin receptor APJ, primary screen, CHO-K1 cells, PathHunter beta-arrestin, luminescence; activation, % at 20 µM; AID 2520, 2010; P35414; 0% DMSO wells, 100% apelin; 0.11% of 330,000 active;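 active = activation more than six SD over the plate average, tested at 20 µM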;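 also: 0% = DMSO alone and 100% = apelin-13 at 10 nM; some results filed as inactive read as strong as hits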
Target sequence (P35414 whole entry, looked up): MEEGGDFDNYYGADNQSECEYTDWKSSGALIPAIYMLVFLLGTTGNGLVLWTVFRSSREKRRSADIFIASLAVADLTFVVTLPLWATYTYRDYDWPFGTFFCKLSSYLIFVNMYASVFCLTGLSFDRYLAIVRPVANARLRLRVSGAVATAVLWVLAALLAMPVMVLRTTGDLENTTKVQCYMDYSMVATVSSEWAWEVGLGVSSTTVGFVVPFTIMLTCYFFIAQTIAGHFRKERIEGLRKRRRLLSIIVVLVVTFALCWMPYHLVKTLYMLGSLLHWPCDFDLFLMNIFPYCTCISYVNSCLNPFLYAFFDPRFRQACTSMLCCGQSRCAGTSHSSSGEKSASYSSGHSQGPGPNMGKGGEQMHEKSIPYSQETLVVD
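Test system: CHO-K1 APJ beta-arrestin complementation cell line. Amount: cell density 1000 per well. Controls: DMSO negative, 10 nM Apelin-13 positive. Signal: luminescent beta-gal fragment complementation, chemiluminescent substrate. Read-out basis: agonist-driven arrestin binding to APJ. Timing: compound stimulation 90 min at 25 °C, detection 60 min.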
UPR XBP1 act: activators of adaptive XBP1 UPR arm, primary screen, cell-based, CHO-XBP1 luciferase reporter, luminescence, uHTS | IRE1-XBP1 UPR activation; percent of tunicamycin response, DMSO as zero | 0.33% of 330,000 active | activation, % at 20 µM | AID 463104, 2010;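 active = versus positive control, 20 µM dose yields 30% or more activation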;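 also: 100% = tunicamycin at 10 µg/mL and 0% = DMSO only wells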
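Signal: luciferase luminescence; Assay system: CHO-XBP1 luciferase reporter cells; Amount: one thousand reporter cells per well; Dosing: 20 µM single concentration, DMSO 1%; Benchmarks: high control tunicamycin 10 µg/mL final, low control DMSO vehicle only; Schedule: 6 h compound exposure at 37 °C, 5% CO2; Evaluation: percent activation relative to tunicamycin reference.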
Numbers without * were called inactive; . = not tested or not shown. Compounds were not picked by outcome; 8.2% or so of the library scored in one or more.

SMILES	UPR CHOP act	TIM10 inh	NALP3 yeast inh	GRIN3A LBD mod	tim23-1 inh	Mdm2-MdmX inh	tim10-1 inh	APJ ag	UPR XBP1 act
C[C@H]1O[C@@H](O[C@H]2CC[C@@]3(C)C(CC[C@]4(C)C3C=CC3=C5CC(C)(C)CC[C@]5(CO)[C@H](O)C[C@]34C)[C@]2(C)CO)[C@H](O)[C@@H](O[C@@H]2O[C@H](CO)[C@@H](O)[C@H](O)[C@H]2O)[C@H]1O (stereo not given in full)	2.8	-2	7	-2	21	-2	11	-4	-2
Cc1ccc(NC(=O)CCN2CCC(C)CC2)cc1	-0.7	-6	16	0	0	11	-12	-1	-4
Cc1cc(NC(=O)CSc2nnc(-c3ccco3)n2Cc2ccco2)no1	0.1	0	-6	-1	12	18	4	3	-3
CC1(NC(=O)CCc2nc3sc4c(c3c(=O)[nH]2)CCCC4)CCS(=O)(=O)C1 (stereo not given)	-0.8	-8	-3	.	-17	10	0	-7	-1
O=C(O)c1ccc(NC(=O)c2ccccc2Br)c(NC(=O)c2ccccc2Br)c1	3.7	-3	19	-1	4	10	-3	-1	0
CCN(CC)c1cc(Cl)nc(N)n1	-1.2	8	18	1	8	23	0	-4	3
COc1ccc(N(CC(=O)NC2CCCC2)C(=O)Cn2nnc(-c3ccc(F)cc3)n2)cc1OC	0.3	-1	-5	-1	-4	-31	6	2	-4
C=CCn1c(=O)c(C(=O)Nc2ccccc2S(N)(=O)=O)c(O)c2ccccc21	2.9	21	13	-2	13	-103	8	2	4
Cc1[nH]c2ccc(C(=O)NCCCN3CCN(C)CC3)cc2c1C	-1.0	11	3	8	12	-14	11	2	-3
O=C(c1ccccc1NS(=O)(=O)c1ccc(Br)s1)N1CCCC1	0.2	7	9	3	23	23	12	-2	-2
NC(=O)C1CCN(C(=O)C2CCC(=O)N(C3CCCCCC3)C2)CC1 (stereo not given)	-1.1	6	15	-1	-10	29	-11	1	-1
O=C(NNc1cc(Cl)cc(Cl)c1)c1cccs1	1.1	4	23	3	20	19	-8	-4	-1
Cc1ccc(CSCC(=O)NCc2ccc(F)cc2)cc1	0.8	-7	-1	-2	21	-9	16	4	-4
CN(CC(=O)Nc1ccccc1C(F)(F)F)C(=O)CSCc1ccc(Cl)c(Cl)c1	0.0	-3	25	-2	25	-2	16	-4	0
CN(C)CCCN(C(=O)c1ccc(Br)s1)c1nc2cc3c(cc2s1)OCO3	3.1	2	12	0	23	33	27	0	1

The closing two records of the section above open the next one:
SMILES	UPR CHOP act	TIM10 inh	NALP3 yeast inh	GRIN3A LBD mod	tim23-1 inh	Mdm2-MdmX inh	tim10-1 inh	APJ ag	UPR XBP1 act
CN(CC(=O)Nc1ccccc1C(F)(F)F)C(=O)CSCc1ccc(Cl)c(Cl)c1	0.0	-3	25	-2	25	-2	16	-4	0
CN(C)CCCN(C(=O)c1ccc(Br)s1)c1nc2cc3c(cc2s1)OCO3	3.1	2	12	0	23	33	27	0	1
CCOc1nc(C)cc(COC)c1C(N)=O	3.5	8	-4	-1	13	10	10	-1	-1
CNC(=O)c1c(Cl)cnn1-c1ccccc1	0.1	-11	-12	0	-6	9	-8	-1	-3
COc1cccc(-c2cc(CC3(O)CCN(CCCc4ccccc4)CC3)on2)c1	3.4	1	20	-3	-17	-1	3	0	-3
COc1ccc(-c2cnnn2-c2ccc(NC(=O)c3ccc(S(=O)(=O)N4CCCCC4)cc3)cc2)cc1OC	0.6	11	1	1	19	49	-1	0	19
CCC(C)N(C(=O)Cn1c(=O)cnc2ccccc21)C1CCS(=O)(=O)C1 (stereo not given)	0.2	-6	5	3	10	11	10	3	1
C=C1CCN(C(CC(C)C)C(=O)OC)S(=O)(=O)c2ccccc21 (stereo not given)	0.2	6	16	0	17	3	15	-6	-4
CCn1c(SC)nnc1C1CCN(CC(=O)Nc2ccccc2N2CCOCC2)CC1	0.0	3	15	-2	6	7	-15	-3	-2
COc1cccc(C2/C(=C(/O)c3cnn(-c4ccccc4)c3C)C(=O)C(=O)N2CCN(C)C)c1OC (stereo not given)	-3.8	4	7	2	4	-2	5	-2	1
CCN(CC(=O)NCc1cccs1)C(=O)Cc1ccc(Cl)c(Cl)c1	-1.2	-21	0	1	3	7	3	1	-4
N/C(=N\OC(=O)CC1CCCCC1)c1ccncc1	1.8	8	-11	0	1	10	33	-1	5
Cc1ccc(CNC(=O)c2cc(=O)c3cc(C)ccc3o2)cc1	-0.8	3	7	1	6	8	-8	-5	1
O=C(NCc1ccco1)c1cc(-c2ccccc2)nn1CC1CC(c2cccc([N+](=O)[O-])c2)=NO1 (stereo not given)	-2.0	-4	10	-4	21	3	19	1	-1
Cn1c(=O)c2c(nc(Br)n2CCc2ccccc2)n(C)c1=O	1.8	10	19	-4	30	2	11	0	1
Cc1ccccc1OCC(=O)Nc1ccc(C)c(S(=O)(=O)N2CCCCCC2)c1	1.2	25	-2	-3	31	27	27	7	-5
Cc1ccc(NC(=O)CNS(=O)(=O)c2ccc(F)cc2)cc1C	-0.7	13	8	-3	6	10	-4	-3	-2

Some of the entries so far, in CSV form:
canonical_smiles,UPR CHOP act,TIM10 inh,NALP3 yeast inh,GRIN3A LBD mod,tim23-1 inh,Mdm2-MdmX inh,tim10-1 inh,APJ ag,UPR XBP1 act
CC1(NC(=O)CCc2nc3sc4c(c3c(=O)[nH]2)CCCC4)CCS(=O)(=O)C1 (stereo not given),-0.8,-8,-3,.,-17,10,0,-7,-1
O=C(O)c1ccc(NC(=O)c2ccccc2Br)c(NC(=O)c2ccccc2Br)c1,3.7,-3,19,-1,4,10,-3,-1,0
CCN(CC)c1cc(Cl)nc(N)n1,-1.2,8,18,1,8,23,0,-4,3
COc1ccc(N(CC(=O)NC2CCCC2)C(=O)Cn2nnc(-c3ccc(F)cc3)n2)cc1OC,0.3,-1,-5,-1,-4,-31,6,2,-4
C=CCn1c(=O)c(C(=O)Nc2ccccc2S(N)(=O)=O)c(O)c2ccccc21,2.9,21,13,-2,13,-103,8,2,4
Cc1[nH]c2ccc(C(=O)NCCCN3CCN(C)CC3)cc2c1C,-1.0,11,3,8,12,-14,11,2,-3

Back to the main list, starting 2 compounds before the break.
SMILES	UPR CHOP act	TIM10 inh	NALP3 yeast inh	GRIN3A LBD mod	tim23-1 inh	Mdm2-MdmX inh	tim10-1 inh	APJ ag	UPR XBP1 act
Cc1ccccc1OCC(=O)Nc1ccc(C)c(S(=O)(=O)N2CCCCCC2)c1	1.2	25	-2	-3	31	27	27	7	-5
Cc1ccc(NC(=O)CNS(=O)(=O)c2ccc(F)cc2)cc1C	-0.7	13	8	-3	6	10	-4	-3	-2
COc1cc(NC(=O)N2CCNC2=O)cc(C(=O)Nc2cccc(C(F)(F)F)c2)c1	2.1	2	17	1	3	38	4	5	8
COc1ccc(/C=C/c2nc(N)nc(-c3ccccc3O)n2)cc1OC	2.8	35	-1	28*	-25	61*	29	1	9
CC(SCC(=O)Nc1ccccc1)c1nc2ccccc2c(=O)[nH]1 (stereo not given)	0.8	-6	5	0	-3	-1	2	1	-4
CCCCNC(=O)COC(=O)c1cc(C)oc1C	-1.0	-10	10	1	-1	15	2	1	2
CCSc1ccc([C@@H]2[C@H]3C(=O)N(CC)C(=O)[C@H]3[C@]3(C(=O)OC)CCCCN23)cc1OC	-1.3	12	4	0	26	5	14	-2	-3
CC(C)N(Cc1nccn1C)C(=O)c1cc(COc2ccc(-n3cncn3)cc2)on1	-1.0	-11	8	2	5	2	13	-1	-3
COc1ccc(N2CCN(C(=O)CN(CCc3ccccc3)S(C)(=O)=O)CC2)cc1	1.3	13	-4	-2	11	23	9	1	0
CCCCCCOc1ccc(C(=O)n2cnc(N)n2)cc1	1.6	2	35	-1	3	6	16	-4	2
Cc1oc2cc3oc(=O)c4c(c3cc2c1C)CCC4	2.6	-2	5	-2	17	-27	35	1	1
COC(=O)c1[nH]c2ccc(Cl)cc2c1NC(=O)Oc1ccccc1	-0.5	-7	7	1	3	-27	24	2	2
CCN(CC)S(=O)(=O)c1cccc(-c2nnc(SCC(=O)c3ccc(Cl)s3)n2C)c1	-0.2	19	8	3	24	21	35	0	-2
Cc1cc(C(=O)N2CCCC(Nc3ccc(C(C)C)cc3)C2)nn1C (stereo not given)	0.7	18	20	2	21	-1	25	-7	-4
CN(C(=O)COc1cc(=O)n(C)c2ccccc12)c1cccc(Cl)c1	0.5	-5	14	-1	21	13	16	-1	-1
NC(=O)C1CCN(CC(=O)Nc2cc(Cl)ccc2Oc2ccccc2)CC1	-1.1	-9	18	0	19	24	30	-4	-3
Cc1ccc(S(=O)CCNC(=O)Cc2ccc(Cl)cc2)cc1 (stereo not given)	-2.3	-13	2	-1	-7	15	-1	-3	0
CC12CN(Cc3ccccc3)CC(C)(CN(Cc3ccccc3)C1)C2=O	-0.8	2	0	-1	8	-2	-2	-4	-4
COc1cc(C2C3=C(CC(C)(C)CC3=O)N(C)C3=C2C(=O)CC(C)(C)C3)ccc1O	-2.2	2	16	1	1	0	-1	4	-6
Cc1ccc(N2C(=O)N(CC(=O)Nc3cccc(C)c3C)C(=O)C2C)cc1 (stereo not given)	3.3	4	17	0	20	15	19	-2	1
CC(C)(C)c1ccc(CN(Cc2ccccc2)C(c2ccccn2)c2nnnn2C(C)(C)C)cc1 (stereo not given)	1.7	28	17	2	15	21	25	0	0
O=C(Nc1cccc(Cl)c1)Nn1cnnc1	1.1	11	-17	3	8	-2	6	-1	-2
CCOC(=O)c1cccc(NC(=O)CSc2nnc(C3CCCCC3)n2CC)c1	2.6	9	10	4	32	-25	25	2	0
O=C(O)C1CCC(=O)N(C2CCCCC2)C1c1ccccc1 (stereo not given)	0.8	-5	8	0	20	29	13	4	0

Some values from the entries so far.
Result of CC(C)(C)c1ccc(CN(Cc2ccccc2)C(c2ccccn2)c2nnnn2C(C)(C)C)cc1 (stereo not given) in GRIN3A LBD mod: 2
Result of CCOC(=O)c1cccc(NC(=O)CSc2nnc(C3CCCCC3)n2CC)c1 in UPR XBP1 act: 0

Screening data (PubChem BioAssay)
